ERG-DNA inh: qHTS for Small Molecule Inhibitors of the ERG Ets/DNA interaction; AID 624246, 2012; Potency, µM (highest dose often 76.9 µM), for the others: top-dose FP activity, negative = inhibition, most hits filed as inhibitors; 370,000 tested, 0.028% active; fluorescence polarization, His-ERG Ets domain / labelled DNA; Transcriptional regulator ERG (Homo sapiens), P11308; active = well fitted inhibition curve with a large enough effect in the polarisation, with a control signal flat; inconclusive = small, poorly fitted or top-dose-only effect, or effect the other way, or a change in a side signal; inactive = no such curve, though single readings can be large or run the other way; the % refers to the polarisation;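 also: polarization taken with two DNA probes labelled with fluorescein and Texas red; potency is read from the fitted curve at half-maximal effect; % of control where 0% means no effect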
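His-tagged ERG Ets domain (1 uM in the protein solution; 300mM KCl, 50mM Tris-HCl, 1mM EDTA, 1mM DTT, pH 7.5) received compound, then a probe mix of 5 nM fluorescein-DNA and 100nM Texas-615-DNA. Fluorescence polarization was read for both dyes.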
JMJD2A Tudor inh: qHTS Assay for Inhibitors of JMJD2A-Tudor Domain; Lysine-specific demethylase 4A (Homo sapiens), O75164; AlphaScreen JMJD2A-Tudor / H3K4me3 peptide binding; Potency, µM (top dose mostly 114 µM), for the others: at the top dose activity change, negative = inhibition, hits mostly inhibitors; 390,000 tested, 4.4% active; AID 504339, 2011; also: potency is read from the fitted curve at half-maximal effect; % is scaled to controls: 0 for no effect and ±100 for the full control effect; nearly all actives have a fitted effect of over 50% in size
HP1b chromo inh: HTS for Inhibitors of HP1-beta Chromodomain Interactions with Methylated Histone Tails | AID 540317, 2011 | AlphaScreen HP1-beta / biotin-H3K9me3 peptide binding | 390,000 tested, 0.56% active | Potency, µM (highest dose often 114 µM), inactives show at the top dose activity change, negative = inhibition, actives largely listed as inhibitors | Chromobox protein homolog 1 (Homo sapiens), P83916; also: potency is read from the fitted curve at half-maximal effect; nearly all actives have a fitted effect of over 70% in size; inactives centre near 23
Target sequence (P83916 whole entry, looked up): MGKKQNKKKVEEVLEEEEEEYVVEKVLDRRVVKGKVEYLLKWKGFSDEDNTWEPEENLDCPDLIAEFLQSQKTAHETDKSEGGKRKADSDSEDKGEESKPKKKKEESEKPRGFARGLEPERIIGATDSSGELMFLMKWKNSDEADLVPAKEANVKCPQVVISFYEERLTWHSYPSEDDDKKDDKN
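AlphaScreen: HP1-beta (50 nM) preformed 30 min with biotin-H3(1-18)K9me3 peptide (50 nM) in PBS pH 7.4, 0.01% Tween-20. Compound added for 30 min at RT, then streptavidin donor/nickel chelate acceptor beads (10 ug/mL) for 30 min.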
RGS4 inh: Inhibitors of Regulator of G Protein Signaling (RGS) 4: qHTS. Regulator of G-protein signaling 4 (Homo sapiens), P49798. Transcreener GDP fluorescence polarization, RGS4-accelerated GTP hydrolysis. Potency, µM (series often up to 114 µM), inactives show at the highest dose activity change, negative = inhibition, hits mostly inhibitors. 390,000 tested, 0.039% active. AID 504845, 2011; also: potency is read from the fitted curve at half-maximal effect; % is scaled to controls: 0 for no effect and ±100 for the full control effect; nearly all actives have a fitted effect of over 75% in size; some results filed as inactive show a strong effect at the top dose
Target sequence (P49798 whole entry, looked up): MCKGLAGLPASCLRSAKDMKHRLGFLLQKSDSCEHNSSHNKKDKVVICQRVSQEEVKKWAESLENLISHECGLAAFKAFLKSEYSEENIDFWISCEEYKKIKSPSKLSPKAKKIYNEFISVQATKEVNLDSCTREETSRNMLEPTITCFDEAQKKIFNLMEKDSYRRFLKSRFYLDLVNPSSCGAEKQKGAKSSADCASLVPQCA
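MLSMR compounds (23 nl, pin-transferred) preincubated 10 min at room temperature with a 500nM (2x) first reagent, then RGS4 at 900nM (2x) plus Transcreener GDP mix added; fluorescence polarization (620/688 nm) read before and after 90 min at 30 °C.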
GLS inhibitor: qHTS for Inhibitors of Glutaminase (GLS) | Glutaminase kidney isoform, mitochondrial (Homo sapiens), O94925 | GLS enzymatic activity, qHTS titration | Potency, µM (highest dose often 45.5 µM), for the others: at the highest dose activity change, negative = inhibition, most hits filed as inhibitors | 410,000 tested, 0.21% active; also: potency is read from the fitted curve at half-maximal effect; % is scaled to controls: 0 for no effect and ±100 for the full control effect
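hKGA; 45 mM KH2PO4 pH 8.2 + 0.02% Tween-20; cpd via pin tool; 1 mM Gln soln; GluOx/HRP/Amplex Red; RT 30 min; fluor. t0 & final.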
12-LOX inh: Primary qHTS assay for inhibitors of human arachidonate 12S-lipoxygenase (ALOX12): Round 2. Potency, µM (doses to about 108 µM), for the others: at the top dose activity change, negative = inhibition, actives largely listed as inhibitors. AID 1671190, 2021. purified 12hLO, xylenol orange hydroperoxide absorbance. 580,000 tested, 1.1% active. Polyunsaturated fatty acid lipoxygenase ALOX12 (Homo sapiens), P18054; also: potency is read from the fitted curve at half-maximal effect; % is scaled to controls: 0 for no effect and ±100 for the full control effect
Target sequence (P18054 whole entry, looked up): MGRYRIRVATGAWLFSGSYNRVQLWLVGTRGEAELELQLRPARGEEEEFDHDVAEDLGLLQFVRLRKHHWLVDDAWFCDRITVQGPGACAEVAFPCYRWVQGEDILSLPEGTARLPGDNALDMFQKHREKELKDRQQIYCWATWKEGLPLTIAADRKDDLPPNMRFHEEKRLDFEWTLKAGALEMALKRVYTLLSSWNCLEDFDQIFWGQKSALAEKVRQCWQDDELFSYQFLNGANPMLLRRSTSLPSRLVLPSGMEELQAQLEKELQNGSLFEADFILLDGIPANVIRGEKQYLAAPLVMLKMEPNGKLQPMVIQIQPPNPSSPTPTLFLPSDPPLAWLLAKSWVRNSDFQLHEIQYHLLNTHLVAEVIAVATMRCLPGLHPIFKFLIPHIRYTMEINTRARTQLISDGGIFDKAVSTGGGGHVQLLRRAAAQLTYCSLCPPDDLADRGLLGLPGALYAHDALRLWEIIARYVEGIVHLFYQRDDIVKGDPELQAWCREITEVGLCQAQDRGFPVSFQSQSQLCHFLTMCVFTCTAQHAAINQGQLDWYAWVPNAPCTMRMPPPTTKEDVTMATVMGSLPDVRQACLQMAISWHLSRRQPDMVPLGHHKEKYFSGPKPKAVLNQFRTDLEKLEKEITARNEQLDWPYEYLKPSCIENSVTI
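Purified human 12hLO at 150 nM in 25 mM Hepes, 0.01% Triton X-100, pH 7.0, preincubated 15 min at room temperature with compound. Reaction started with 40 uM arachidonic acid, 30 min at room temperature. Hydroperoxide measured by Fe-xylenol orange, 573/405 nm absorbance ratio.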
PI4K2A inh: qHTS for small molecular inhibitors of PI4K2A. Phosphatidylinositol 4-kinase type 2-alpha (Homo sapiens), Q9BTU6. purified PI4K2A, ADP-Glo luminescence, 1 h; hits give low values. activity change, negative = inhibition, % at 76.9 µM. 420,000 tested, 0.13% active. AID 1346378, 2018; in the data active = activity change below about -50%; inconclusive = mostly about -30% to -49%;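 also: -100% = wells without enzyme as full effect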
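ADP-Glo luminescence measured ADP generated by PI4K2A enzyme (4 ug/mL before mixing) with 1.2 mM PI substrate (pre-mix) and 300 microM ATP (pre-mix). Tris pH7.5 buffer with MgCl2, Triton X-100; 1 h reaction at ambient temperature.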
BAZ2B inh: qHTS Assay for Inhibitors of BAZ2B | Bromodomain adjacent to zinc finger domain protein 2B (Homo sapiens), Q9UIF8 | AlphaScreen BAZ2B-H3K14Ac peptide displacement | Potency, µM (titrated, usually from 114 µM), without a hit: at the top dose activity change, negative = inhibition, hits mostly inhibitors | 360,000 tested, 4.4% active; also: potency is read from the fitted curve at half-maximal effect; % is scaled to controls: 0 for no effect and ±100 for the full control effect; nearly all actives have a fitted effect of over 60% in size
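Complex of BAZ2B and biotin-H3K14Ac (50 nM apiece) forms over 30 min at RT, then faces library compounds up to 110 uM for another 30 min; AlphaScreen beads added, 20 min dark incubation, luminescence read.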
G9a inh: qHTS Assay for Inhibitors of Histone Lysine Methyltransferase G9a; G9a H3K9 monomethylation, AlphaScreen, 2 h; Histone-lysine N-methyltransferase EHMT2 (Homo sapiens), Q96KQ7; 350,000 tested, 8.8% active; Potency, µM (top dose mostly 102 µM), inactives show at the top dose activity, negative = inhibition, most hits filed as inhibitors; also: potency is read from the fitted curve at half-maximal effect; % is scaled to controls: 0 for no effect and ±100 for the full control effect; nearly all actives have a fitted effect of over 75% in size
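Step 1: enzyme (final 20 nM) with compound, 15 min RT. Step 2: substrate peptide 500 nM and SAM 20 uM, 2 h RT. Step 3: anti-H3K9me1 antibody and AlphaScreen beads, 10 min, then plate read.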
An asterisk follows results filed as active; ? = inconclusive; . = not tested or not shown; [ ] = another dose, or the depositor's remark. Unless noted, calls follow the shape of the dose curve; as a rule, active = well fitted curve in the direction sought with a large enough effect; inconclusive = small, poorly fitted or top-dose-only effect, or another doubt; inactive = no such curve, though single readings can be large; an effect the other way counts as inactive or inconclusive.

item	G9a inh	GLS inhibitor	HP1b chromo inh	RGS4 inh	PI4K2A inh	JMJD2A Tudor inh	12-LOX inh	ERG-DNA inh	BAZ2B inh	Compound
1	-30.0%[59 µM]	5.4%	10.7%	-4.0%	2.4	-20.1%	-4.1%	-12.2%	-0.1%[57.1 µM]	COc1ccccc1NC(=O)CN1C(=O)C2(SCC(=O)N2c2ccc(F)c(F)c2)c2ccccc21 (stereo unspecified)
2	-3.0%[59 µM]	-2.4%	37.0%	3.0%	-2.7	-0.7%	-14.5%	6.0%	14.9%	CCOc1cc(C)c(S(=O)(=O)N2CCCC2)cc1C
3	54.3%	7.2%	12.1%	-17.2%	-7.7	-19.7%	-7.3%	2.5%	-6.6%	CCCn1c(N)c(C(=O)CSc2nc3ccccc3c(=O)n2-c2ccc(OC)cc2)c(=O)[nH]c1=O
4	50.1µM*	-0.7%	2.2%	?	-1.4	?	-9.0%	8.4%	?	Cc1cc(O)c(C(=O)/C=C/c2ccccc2O)c(=O)o1
5	-0.8%[59 µM]	-23.7%	12.3%	-22.5%	-5.4	-3.3%	-12.1%	-2.4%	-0.9%	CN(C)c1ccc(C(=O)Nc2ccc(-c3nc4ccccc4o3)cc2)cc1
6	39.8µM*	5.2%	18.7%	46.1%	0.8	?	1.2%	-1.4%	-0.4%	O=S1(=O)N=C(N/N=C/c2ccc(Br)o2)c2ccccc21
7	2.8%[0.501 µM]	4.1%	29.5%	-31.3%	1.0	-23.7%	13.5%	-4.5%	?	O=C(Nc1cccc(Cl)c1)c1nc[nH]c1C(=O)N1CCc2ccccc2C1
8	30.8%	-0.9%	30.9%	-25.9%	-3.5	-11.0%	5.8%	-5.1%	-19.8%	COc1cc(/C=C2/NC(=O)NC2=O)ccc1OCC(=O)Nc1ccc(F)cc1
9	.	11.3%	1.1%	7.8%	3.2	-16.5%	-4.6%	5.0%	-7.4%	CNC(=S)NCCc1ccc(OC)cc1
10	-7.4%	0.5%	44.0%[activator]	13.8%	3.2	-19.7%	-3.0%	-15.9%	-6.0%	Cn1c(=N)n(CC(=O)c2ccc(Cl)c(Cl)c2)c2ccccc21
11	-4.8%[59 µM]	68.4%[activator]	39.8%	29.4%	-3.1	-3.0%	17.7%	.	-7.5%	O=Cc1ccccc1OCCOc1ccccc1C=O
12	6.5%[59 µM]	19.3%	22.1%[57 µM]	-4.1%	-6.4	-15.0%	-12.8%	-5.1%	-3.2%	Cc1cccc(CNC(=O)CN2C(=O)C3CCCCN3c3ccc(C(=O)N4CCCC4)cc32)c1 (stereo unspecified)
13	4.8%	9.1%	13.9%	36.1%	2.5	-5.5%	0.0%	-5.8%	-14.4%	Cc1nc(NC(=O)c2ccncc2)sc1C(=O)N(C)C
14	-7.1%[59 µM]	0.7%	53.4%	3.0%	-10.9	13.4%	?	1.9%	22.2%	COc1ccc(Oc2nc3ccccc3n3cccc23)cc1
15	-4.2%[12.7 µM]	5.8%	11.5%	-9.6%	-1.2	-13.4%	8.0%	-4.0%	3.6%	Cc1cccc(CNC(=O)c2ccccc2N)c1
16	?	-10.5%	28.0%	-11.8%	-19.7	-10.7%	?	-0.2%	-9.9%	COc1ccc(CNC(=O)c2ccc(-c3nc(CS(=O)c4ccc(C)cc4)c(C)o3)cc2)cc1 (stereo unspecified)
17	.	13.8%	31.3%	11.2%	-1.8	-16.7%	-5.4%	-6.1%	.	Cc1ccc(Nc2nnc(SCC(=O)NCC3CCCO3)s2)cc1C (stereo unspecified)
18	-24.9%	-5.3%	5.0%	5.0%	-2.3	-26.0%	0.1%	-1.5%	-9.3%	O=c1c(Br)c(N2CCCCC2)cnn1-c1ccccc1
19	-4.6%	-1.6%	31.5%	-3.8%	7.3	-6.5%	0.0%	10.5%	2.9%	Cc1ccc(Cl)cc1NC(=O)N(C)CCO
20	9.9%	0.4%	9.2%	-7.5%	0.4	-7.7%	?	3.6%	-10.5%	CCCn1c(SCC(=O)Nc2nnc(CC)s2)nnc1-c1ccncc1
21	3.5%	-1.3%	44.5%[activator]	-8.9%	-17.7	-5.0%	1.2%	5.4%	-12.9%	CC(C)C(C(=O)Nc1ccc(S(N)(=O)=O)cc1)N1C(=O)c2ccccc2C1=O (stereo unspecified)
22	-46.5%[59 µM]	1.9%	14.8%	13.0%	3.7	2.1%	-11.0%	-14.0%	-3.0%	O=C(Nc1ccccc1)N1CC=C(c2ccc(F)cc2)CC1
23	4.6%[12.7 µM]	7.5%	36.2%	15.8%	9.6	6.6%	2.5%	-7.0%	2.4%	COc1ccccc1C(O)Cc1nc2ccccc2n1C (stereo unspecified)
24	?	14.1%	20.4%	-9.7%	-0.2	?	?	-14.7%	-15.5%	Cc1ccc(S(=O)(=O)c2c(C)nn(-c3ccccc3)c2OC(=O)c2ccccc2F)cc1
25	12.7%	0.2%	78.3%[activator]	0.7%	4.6	20.2%	-20.0%	1.6%	-12.1%	CN(Cc1ccc(F)cc1)C(=O)C(c1ccccc1)c1ccccc1
26	.	?	-11.8%	-28.7%	6.2	?	?	16.9%	70.8µM*	O=C1NNC(c2ccccc2)=N/C1=C\c1ccco1
27	?	-3.5%	33.0%	-3.1%	-2.9	-25.5%	-3.5%	-3.2%	-24.9%	O=C(c1ccc2c3c(cccc13)CC2)C1CCCN(C(=O)c2cccnc2)C1 (stereo unspecified)
28	?	-1.6%	15.9%	30.2%	1.9	-23.8%	25.3%	-6.8%	-18.8%	O=c1c2c(-c3cccc([N+](=O)[O-])c3)ccnc2[nH]n1-c1ccccc1
29	13.7%[59 µM]	21.5%	22.0%	0.3%	1.4	-8.8%	-10.8%	2.1%	8.1%	O=C(CN1C(=O)NC2(CCCCCCC2)C1=O)NC1CCCc2ccccc21 (stereo unspecified)
30	43.9%	-0.5%	28.5%	0.9%	3.4	2.7%	-42.2%	-3.0%	24.5%	Cc1cc(OCc2nnc(SCC(=O)OC3CCCCC3)o2)ccc1Cl

A second format for 2 compounds above.
9. CNC(=S)NCCc1ccc(OC)cc1
10. Cn1c(=N)n(CC(=O)c2ccc(Cl)c(Cl)c2)c2ccccc21
entry no. | 9 | 10
G9a inh | . | -7.4%
GLS inhibitor | 11.3% | 0.5%
HP1b chromo inh | 1.1% | 44.0%[activator]
RGS4 inh | 7.8% | 13.8%
PI4K2A inh | 3.2 | 3.2
JMJD2A Tudor inh | -16.5% | -19.7%
12-LOX inh | -4.6% | -3.0%
ERG-DNA inh | 5.0% | -15.9%
BAZ2B inh | -7.4% | -6.0%

Next part:
item	G9a inh	GLS inhibitor	HP1b chromo inh	RGS4 inh	PI4K2A inh	JMJD2A Tudor inh	12-LOX inh	ERG-DNA inh	BAZ2B inh	Compound
31	?	-8.2%	18.5%	-7.9%[56.9 µM]	-1.1	?	0.0%	25.5%	.	Cc1cc(/C([O-])=C(/C(=S)Nc2ccc(F)cc2)[n+]2ccccc2)c(C)n1Cc1ccccc1Cl
32	.	11.8%	?	-2.9%	1.1	-9.4%	11.1%	-5.8%	.	CC[C@]12c3[nH]c4cc(CCC(=O)N(C)C)ccc4c3CCN1C(=O)[C@@H](CC(=O)NCCCn1ccnc1)C[C@@H]2C(=O)N1CCN(C(=O)c2ccco2)CC1
33	-10.0%	0.0%	24.3%	-6.4%	6.7	-8.6%	-11.9%	-7.2%	-14.2%	CSc1ccc(CN(C)C(=O)CNC(=O)CNS(=O)(=O)c2ccc(C)c(C)c2)cc1
34	-25.9%	5.0%	0.6%	20.9%	-2.2	-2.1%	?	1.3%	10.6%	Cc1ccc(CNC(=O)CCNS(=O)(=O)c2ccc(Br)s2)cc1
35	.	2.2%	27.1%	6.1%	3.0	-18.8%	34.8%[activator]	1.9%	6.3%	Cc1ccc(CNC(=O)Cc2ccc(NC3=NC4CS(=O)(=O)CC4S3)cc2)cc1 (stereo unspecified)
36	-9.4%[59 µM]	3.9%	14.3%	24.0%	-2.2	-10.2%	-12.5%	0.5%	-6.2%	CCOC(=O)c1c(C)c(C(=O)NCCc2ccc(OC)cc2)c(C)n1C
37	7.4%[59 µM]	-8.9%	27.4%	24.3%	3.5	-13.9%	-22.9%	13.5%	5.9%	CCOc1ccc(NC(=NCc2ccc3c(c2)OCO3)SC2CC(=O)N(c3ccc(OCC)cc3)C2=O)cc1 (stereo unspecified)

A portion of the library, so the mix of outcomes need not match the whole.
